Assay outcomes (PubChem BioAssay)
FBW7 activator: human FBW7 E3 ligase activation, primary screen. Q969H0. AlphaScreen FBW7–phospho-cyclin E peptide binding, activator screen. normalized activity (activation), % at 26.1 µM. 650,000 compounds, 0.13% hits. AID 1259310; in the data active = normalized activity above about 1.9%;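 note: purified mutant Fbw7 with reduced substrate affinity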
GPR151 ag: activates the human receptor GPR151. 650,000 compounds, 1% hits. PathHunter beta-arrestin GPR151 cells, luminescence. activation, % at 11.2 µM. Q8TDV0. AID 1508602; in the data active = activation above about 4.9%;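 note: 0% = median of compound wells and 100% = cells with positive control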
Target sequence (Q8TDV0 whole entry, looked up): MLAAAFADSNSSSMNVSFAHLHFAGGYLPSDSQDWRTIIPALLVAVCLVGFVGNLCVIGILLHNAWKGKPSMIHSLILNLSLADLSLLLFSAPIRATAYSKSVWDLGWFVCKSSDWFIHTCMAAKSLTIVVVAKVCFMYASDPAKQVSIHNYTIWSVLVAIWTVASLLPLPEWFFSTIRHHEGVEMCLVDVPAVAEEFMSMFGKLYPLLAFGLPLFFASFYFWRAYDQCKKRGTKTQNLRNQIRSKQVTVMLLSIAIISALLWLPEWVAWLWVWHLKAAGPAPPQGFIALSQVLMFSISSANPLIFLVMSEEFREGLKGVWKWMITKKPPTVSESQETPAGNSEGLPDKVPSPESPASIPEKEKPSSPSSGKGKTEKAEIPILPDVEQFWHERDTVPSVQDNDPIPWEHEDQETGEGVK
TEAD-YAP block: TEAD-YAP interaction inhibition. HEK-TIYL cells, TEAD-Gal4/YAP UAS-luciferase luminescence. inhibition, % at 9.12 µM. 640,000 compounds, 1.4% hits. AID 1259422; in the data active = inhibition above about 32%;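 note: 0% = median of test compound wells and 100% = reference inhibitor wells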
MITF inh: human MITF inhibition, primary screen; O75030; AlphaScreen MITF homodimerization, bead proximity signal; inhibition, % at 2.6 µM; 650,000 compounds, 0.91% hits; AID 1259374; in the data active = inhibition above about 50%;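 note: 0% = vehicle wells with protein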
Target sequence (O75030 whole entry, looked up): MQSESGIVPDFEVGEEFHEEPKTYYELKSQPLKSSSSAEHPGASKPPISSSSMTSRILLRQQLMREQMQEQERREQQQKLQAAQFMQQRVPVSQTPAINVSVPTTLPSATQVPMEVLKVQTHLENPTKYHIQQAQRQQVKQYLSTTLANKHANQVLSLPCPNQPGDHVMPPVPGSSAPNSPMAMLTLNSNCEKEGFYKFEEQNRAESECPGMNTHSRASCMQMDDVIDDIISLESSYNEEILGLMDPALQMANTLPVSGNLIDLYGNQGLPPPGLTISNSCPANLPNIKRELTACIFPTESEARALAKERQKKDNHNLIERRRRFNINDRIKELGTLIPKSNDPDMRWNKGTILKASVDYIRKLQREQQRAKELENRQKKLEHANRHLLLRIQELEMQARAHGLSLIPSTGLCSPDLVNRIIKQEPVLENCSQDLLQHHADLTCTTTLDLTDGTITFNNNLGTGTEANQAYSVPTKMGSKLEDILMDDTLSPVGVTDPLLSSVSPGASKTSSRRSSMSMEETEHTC
Starred values were filed as active, the others as inactive; nt = no result given; & = joins results of further samples.

SMILES	FBW7 activator	GPR151 ag	TEAD-YAP block	MITF inh
O=C(Nc1ccccn1)c1ccc(Br)c(S(=O)(=O)N2CCCCC2)c1	0.0	0.1	-12	3
O=C(CCN1C(=O)/C(=C/c2cccs2)SC1=S)N1CCCC1	-0.3	-0.8	21	21
O=C1C(=O)N(C(=O)NC2CCCCC2)c2ccccc21	0.0	0.2	8	0
CCOc1ccc(NCc2ccccc2NS(=O)(=O)c2ccc(C)cc2)cc1	-0.2	-0.9	-35	5
Cc1ccc2sc(-c3ccccc3)nc2c1	-0.1	-6.6	0	-6
Cc1cccc(-n2c(SCC(=O)N3CCOCC3)nnc2-c2ccccn2)c1C	-0.1	-1.3	3	3
C/C(=C\C(=O)c1ccc(C)cc1)N1CCOCC1	-0.1	-0.1	-4	-16
COc1ccccc1-n1c(SCc2cccc([N+](=O)[O-])c2)nc2c(sc(=S)n2CCc2ccccc2)c1=O	-0.1	2.5	-3	-10
CCN1CCN(C(c2ccc(OC)cc2)c2nnnn2Cc2ccc(OC)cc2)CC1 (configuration not stated)	0.0	0.8	8	2
CS(=O)(=O)Nc1ccc([N+](=O)[O-])cc1Oc1ccccc1	0.1&-0.2&0.0	1.5&-0.3&0.6&2.1	1&0	4&3&6&-1
O=c1c2ccccc2nc(SCc2cc3c(cc2F)COCO3)n1CC1COc2ccccc2O1 (configuration not stated)	0.2	1.9	4	2
O=C(/C=C/c1ccco1)Nc1cccc(-c2nc3ccccc3[nH]2)c1	-0.3	0.4	-12	-3
CCOC(=O)N1CCN(C(=O)c2ccc3c(=O)n(-c4ccccc4)c(SCc4nc5ccccc5[nH]4)nc3c2)CC1	-0.1	0.7	24	-3
Cc1ccc(C)c(NC(=S)N2CCC(O)CC2)c1	0.1	-0.5	-1	-10
O=C(O)CCNC(=O)c1ccc2c(c1)C(=O)N(CC1CCCO1)C2=O (configuration not stated)	0.1	0.1	9	5
Cc1cc(C)nc(SCC(=O)N/N=C\C=C\c2ccccc2)n1	0.3	2.4	-1	12
CCOC(=O)C1CCN(C(=O)c2ccc3c(c2)S(=O)(=O)c2ccccc2C3=O)CC1	0.8	-1.4	0	21
Cc1ccc2cc(CCNC(=O)C(C)C)c(=O)[nH]c2c1	0.1	1.1	-5	8
O=C(CN1CCOCC1)NCCNC(=O)c1ccccc1	0.6	-0.4	-3	9
Cc1cccc(OCc2nnc(-c3ccc(OCc4cccc(Br)c4)cc3)o2)c1	0.1	-0.6	3	-9
CCOC(=O)/C(C#N)=C/c1c(Oc2ccc(C)cc2)nc2c(C)cccn2c1=O	0.1	0.5	7	7
COc1ccc(C(=O)Nc2ccc3nc(N4CCOCC4)cc(C)c3c2)cc1	-0.3	0.6	1	-6
CCn1c(C)nc2c(C)[n+](CC(=O)c3ccc(Br)cc3)ccc21	-0.1	-0.8	38*	-6
CS(=O)(=O)Nc1ccc(-c2cc(-c3ccccc3)c(=O)[nH]n2)cc1	0.1	0.3	11	-6
CCCCNC(=O)CSc1nc2ccc(NC(=O)c3ccccc3Br)cc2s1	0.1	-1.8	-15	8

Entries listed so far that have a nitro group on carbon, in the order listed:
SMILES	FBW7 activator	GPR151 ag	TEAD-YAP block	MITF inh
COc1ccccc1-n1c(SCc2cccc([N+](=O)[O-])c2)nc2c(sc(=S)n2CCc2ccccc2)c1=O	-0.1	2.5	-3	-10
CS(=O)(=O)Nc1ccc([N+](=O)[O-])cc1Oc1ccccc1	0.1&-0.2&0.0	1.5&-0.3&0.6&2.1	1&0	4&3&6&-1

New compounds follow.
SMILES	FBW7 activator	GPR151 ag	TEAD-YAP block	MITF inh
COc1ccccc1/C=C(\C(=O)O)c1ccccc1	0.4	-0.3	7	9
Nc1cccc(-c2nn(-c3ccccc3)cc2CCC(=O)O)c1	0.1	-1.0	17	8
O=C(Nc1ccc(Oc2ccc(Cl)cc2)cc1)c1cccnc1	0.0	0.7	5	10
COCCNC(=O)Cn1ncc2ccccc21	0.0	-0.6	-4	9
NC(=O)c1ccccc1NC(=O)CSc1nc2ccccc2c(=O)[nH]1	-0.4	5.3*	0	-14
NC(=O)c1ccc(NC(=O)COC(=O)CCC2CCCC2)cc1	-0.2	-0.5	18	-12
COc1ccc(OC)c(N(CC(=O)Nc2ccc(Cl)cc2)S(=O)(=O)c2ccccc2)c1	0.0	0.3	12	4
CCn1c(=NC(=O)c2ccc(S(=O)(=O)N(C)C)cc2)sc2cc([N+](=O)[O-])ccc21	-0.1	-0.1	4	-3
COc1ccc(-c2cccc(C(=O)NCCOc3ccccc3)n2)cc1	8.0*	0.6	17	3
CS(=O)(=O)c1ncc(Cl)c(C(=O)Nc2cccc(Cl)c2)n1	0.1	0.1	6	-10
O=C(c1cccnc1)C1CCCN(Cc2c(C(=O)N3CCCC3)nc3sccn23)C1 (configuration not stated)	-0.1	-1.0	-7	9
O=C(ON=C1CCCC1)c1ccc([N+](=O)[O-])cc1	0.5	-1.6	-8	-1
O=C(CNS(=O)(=O)c1ccccc1F)NCc1ccc(Cl)cc1Cl	-0.1	0.9	-3	-16
O=C(Nc1cc(C(F)(F)F)ccc1OCC1CCCO1)c1ccccc1 (configuration not stated)	0.3	2.5	1	5
CCC(=O)c1ccc(OCC(O)CN2CCN(S(=O)(=O)N(C)C)CC2)cc1 (configuration not stated)	0.0	0.2	10	1
Cc1cc(C(=O)NNC(=O)Cc2ccc(Cl)cc2)c(C)n1-c1ccccc1	-0.1	0.2	10	1
COc1cc(C)c(/C=C2\SC(=Nc3ccc4ccccc4c3)N(C3CCCCC3)C2=O)cc1C(C)C	0.2	0.1	-6	-1
Cc1ccc(-n2c3c(cc(C(=O)NCCCO)c2=O)C(=O)CC(C)(C)C3)cc1	0.0	2.4	0	-5
Cc1ccccc1NC(=O)C/C(N)=N/O	-0.2	-2.4	2	-6
O=C(c1ccncc1)N1N=C(c2cccnc2)CC1(O)C(F)(F)F (configuration not stated)	0.5	0.0	13	0
Cc1cc(NC(=O)CCN2C(=O)c3ccccc3C2=O)no1	0.2	-0.4	5	1
NC(=O)c1cccc(Nc2ccc(N3CCOCC3)cc2)n1	0.0	-0.8	1	11
Nc1nonc1/C(=N\OC(=O)Nc1ccccc1)N1CCOCC1	0.7	0.1	-4	2
O=C(Nc1ccccc1F)c1oc(=O)c2ccccc2c1-c1ccccc1	0.1	-0.9	0	17
Cc1ccc(NC(=O)CSc2nnc(NC(=O)C(C)(C)C)s2)cc1	-0.1	0.8	4	-6
Carrying on:
SMILES	FBW7 activator	GPR151 ag	TEAD-YAP block	MITF inh
CCOC(=O)c1c(NC(=O)c2ccoc2C)sc2c1CCC2	-0.2	-1.7	6	2
NC(=O)C1(N2CCCCC2)CCN(C(=S)Nc2ccc(F)cc2)CC1	0.1	-0.9	13	2
CCOC(=O)C1=C(O)/C(=C/c2ccc(N(C)C)cc2)SC1=Nc1ccc(OC)cc1	0.0	0.1	3	13
CCOc1ccc(N(C)S(=O)(=O)c2ccc3[nH]cc(C(=O)N4CCCCC4C)c(=O)c3c2)cc1 (configuration not stated)	0.0	3.0	-2	-4
Cc1ccc(N2CC(=O)N(N)CC2=O)cc1	1.1	-0.4	-1	11
CC(C)NC(=O)c1cc([N+](=O)[O-])ccc1Sc1ncn[nH]1	-0.2	-1.0	9	-2
OCC1CCCN1c1nc(NCCN2CCOCC2)c2ncn(C3CCCCC3)c2n1 (configuration not stated)	0.2	1.0	-5	10
Cc1ccc(/C=N/NC(=O)COc2ccc3c(c2)OCO3)cc1	0.6	-1.0	2	13
O=C(NCCOCc1ccccc1)c1cccc(C(=O)NCCOCc2ccccc2)c1	-0.2	0.0	3	5
COc1ccc(/C=N/n2c(COc3ccccc3)n[nH]c2=S)cc1	-0.1	1.2	-4	-2
CCC(C)(C)n1nnnc1CN1CCC(O)(c2cccc(C(F)(F)F)c2)CC1	0.0	1.1	-6	-10
COc1ccccc1OCCC(=O)OCC(=O)Nc1ccc(F)cc1F	-0.2	0.3	-3	0
Cc1ccc(NC(=O)c2cc(S(=O)(=O)NCCc3ccccc3)ccc2F)cc1C	0.1	0.5	6	-2
COc1ccc(C2=NC(c3ccc(Cl)cc3)NC(c3cc(Br)ccc3O)C2)cc1 (configuration not stated)	0.0	2.2	-5	10
Nc1cccc(-c2cccc(C(=O)NC3CC3)n2)c1	-0.1	-1.8	4	15
O=C(CCc1c[nH]c2ccccc12)NCC1Cc2cccc(-c3cnccn3)c2O1 (configuration not stated)	0.0	0.1	-5	3
C=CCNC(=S)NNc1ccc(S(N)(=O)=O)cc1	-0.2	1.3	-6	-12
Cc1cc(Cl)ccc1OCC(=O)NCCO	0.1	-1.8	-4	13
COCCn1c(=O)n(CC(=O)Nc2ccccc2N2CCOCC2)c2cccnc21	0.0	0.4	4	5
COc1ccc(Cl)cc1-c1cc2c(c(OC)c1)OCCN(C(=O)c1cn[nH]c1)C2	-0.1	-0.8	-9	-7
CCOC(=O)/C(C#N)=C/c1c(Oc2ccccc2C)nc2c(C)cccn2c1=O	0.1	0.7	17	17
O=C(CC(O)(C(F)(F)F)C(F)(F)F)Nc1cccc(C(F)(F)F)c1	1.4	1.5	84*	56*
CCOC(=O)COn1c(=O)c(-c2ccccc2)[n+]([O-])c2ccccc21	0.0	1.4	11	7
COc1ccc(OC)c(C2CC(=O)c3c([nH]c(C(=O)OCCSC)c3C)C2)c1 (configuration not stated)	0.2	0.0	26	0
O=c1ncc(Nc2ccccc2Cl)c2ccccc2n1	0.0	0.3	14	5

One compound at a time, as listed above:
`COc1ccc(-c2cccc(C(=O)NCCOc3ccccc3)n2)cc1` reads FBW7 activator: 8.0*; GPR151 ag: 0.6; TEAD-YAP block: 17; MITF inh: 3
`CCOc1ccc(N(C)S(=O)(=O)c2ccc3[nH]cc(C(=O)N4CCCCC4C)c(=O)c3c2)cc1` (configuration not stated) reads FBW7 activator: 0.0; GPR151 ag: 3.0; TEAD-YAP block: -2; MITF inh: -4
`NC(=O)c1ccccc1NC(=O)CSc1nc2ccccc2c(=O)[nH]1` reads FBW7 activator: -0.4; GPR151 ag: 5.3*; TEAD-YAP block: 0; MITF inh: -14

New compounds follow
SMILES	FBW7 activator	GPR151 ag	TEAD-YAP block	MITF inh
CCC(CC)C(=O)Nc1ccc(S(=O)(=O)N2CCC(c3nc4ccccc4[nH]3)CC2)cc1	0.0	-0.1	12	16
Cc1ccccc1Cn1cc(NC(=O)CCCn2nc(C)c([N+](=O)[O-])c2C)cn1	-0.1	-0.3	-3	-3
CCSC1=NN2C(=O)NC(C(F)(F)F)(C(F)(F)F)N=C2S1	1.1	-0.4	-2	15
CCCC(C)NC(=O)/C=C/c1ccc(OC)c(OC)c1 (configuration not stated)	-0.2	2.2	-6	-2
Cc1csc(NC(=O)c2c(-c3c(F)cccc3Cl)noc2C)n1	0.0	1.8	5	8
COC(=O)c1ccccc1NC(=O)COC(=O)c1ccc(N)c([N+](=O)[O-])c1	0.0	1.2	0	18
CCOC(=O)C1C(=O)CC(C)(O)C(C(=O)OCC)C1c1ccc(SC)cc1 (configuration not stated)	-0.2	-1.4	7	-4
COc1ccc(CC2(CCC(=O)NCc3ccc4c(c3)OCO4)CCC(=O)N2)cc1 (configuration not stated)	-0.3	-0.5	5	1
COc1ccc(Cl)cc1NC(=O)CN1C(=O)[C@H]2CCCN2C(=O)c2ccccc21	0.0	0.7	0	-9
CC(C)C(=O)NNS(=O)(=O)c1cccc([N+](=O)[O-])c1	-0.1	0.2	-3	-9
CCCCC[C@@H](O)/C=C/[C@H]1C[C@H]2C[C@@H]([C@@H]1C/C=C\CCCC(=O)O)C2(C)C	nt	3.0	nt	7
Cc1nc(CSc2nnc3scc(-c4ccccc4)n23)cs1	0.1	-0.4	5	5
Cc1ccc(C2/C(=C(/O)c3ccccc3)C(=O)C(=O)N2CCC(=O)O)cc1 (configuration not stated)	-0.2	0.7	2	-2
Cc1cccc(-n2nc3c(c2NC(=O)c2ccco2)CSC3)c1	-0.1	-0.1	7	1
CCC(C)c1ccc(OCCOc2ccc(-c3nc4sc5c(c4c(=O)[nH]3)CCCC5)cc2OC)cc1 (configuration not stated)	0.0	2.0	-14	-4
CCOC(=O)c1cc2occc2n1CC(=O)NC1CCCC1	0.2	0.8	-2	7
CCCCn1c(=O)c(-c2nc3ccccc3c(=O)[nH]2)c(O)c2ccccc21	0.5	-2.6	0	15
COc1ccc(-c2c(C)oc3cc(O)ccc3c2=O)cc1	-0.2	1.4	1	-4
COc1ccc(CC(=O)N2CCC(C(N)=O)CC2)cc1	0.0	-0.2	6	-17
Cc1nnc2ccc(OCCNC(=O)Nc3ccc(F)cc3F)nn12	0.0	0.5	7	-13
COC(=O)c1cccc(NC(=O)CSc2nc3sc(C)c(C)c3c(=O)[nH]2)c1	-0.1	0.4	6	8
c1ccc(CCn2nnnc2CN2CCN(c3ccccc3)CC2)cc1	0.1	-0.4	2	5
COc1ccc(C=C2C(=O)NC(=S)NC2=O)cc1OC(=O)c1ccc(C)cc1	-0.4	-1.5	-6	5
CC1CN(S(=O)(=O)c2ccc(Cl)c(C(F)(F)F)c2)CC(C)O1 (configuration not stated)	0.1	-0.1	-3	12
O=C(c1cccn2c(=O)c3cc4ccccc4cc3nc12)N1CCN(c2ccccc2)CC1	0.0	0.5	-8	12
COc1cc(/C=C2/C(=N)N3N=C(C(C)C)SC3=NC2=O)cc(Br)c1OCc1ccccc1	-0.3	0.4	3	-2
CCc1ccc(CNc2nc3nc(C)c(CC(=O)OC)c(=O)n3[nH]2)cc1	0.0	-1.7	-4	-8
CC(C)Cc1n[nH]c(=S)n1-c1ccccc1	-0.1	0.2	10	-12
O=C(C1CN(CCOc2ccc(F)cc2)CCN1C(=O)c1ccncc1)N1CCOCC1 (configuration not stated)	-0.1	2.5	2	0
